Insulin prom up = MIN6 insulin promoter up-regulation | z-score at 5 µM | MIN6 insulin promoter-GFP reporter, high-content imaging; hits give high values | 190,000 tested, 0.3% active;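 active means z-score above 3 at 5 µM with at least 500 cells counted in the well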
TNAP activation fold = human TNAP enzyme activators, primary screen, biochemical, luminescent, no phosphate acceptor, uHTS (AID 1001). purified TNAP, luminescent activation assay, no phosphate acceptor; higher activation fold means a stronger effect. activation fold at 20 µM, or EC50 in µM where a hit was titrated. 200,000 tested, 0.03% active; in the data active means activation fold from about 3, or a potency from the dose series; inactive means the rest, 99 in 100 with activation fold below about 1.6; further: many of its hits are not listed in these tables
MT stabilize HCS = microtubule stabilization, imaging screen; 200,000 tested, 0.83% active; % tubulin-high responders, % at 10 µM; HeLa tubulin immunostaining HCS, 24 h; share of cells brighter than vehicle mean+2SD;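 active means plate Z-score above 3 for both tubulin-high and condensed-nucleus cell shares, with cell loss under 80%, at 10 µM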;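 further: anti alpha tubulin signal scored within the nucleus-defined area of each cell; some results filed as inactive read as strong as hits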
Myeloid diff 2 = promotes myeloid progenitor differentiation. ER-HoxA9 myeloid progenitors, lysozyme-GFP differentiation, flow cytometry. calls only at 10 µM. 360,000 tested, 1% active. AID 624256;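 active means normalized GFP-positive differentiation at or above the plate's own cutoff, the solvent-only control mean plus 3 SD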;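 further: cells exposed to compound for four days before flow analysis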
Dynein transport = blocks dynein driven cargo transport along microtubules | 3617.4 mouse cells, GR-EGFP nuclear translocation imaging; test concentration mostly 20 µM; stimulated with dexamethasone, 1 µM; hits give low values | z-score, hits read low | 220,000 tested, 0.47% active;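 active means plate z-score of nuclear minus cytoplasmic receptor signal below a set negative limit, without overly bright fluorescence or cell loss, cut at about -3.5 in these data, passing the limit was not always enough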;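 further: z-score of nuclear minus cytoplasmic ring GR-EGFP intensity difference per well; some compounds called inactive have numbers as strong as hits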
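Buffer or medium: Induction medium lacking tetracycline, stripped serum | Also added: Dexamethasone agonist, 1.0 µM final, for 30 min | Timing: 48 h induction, 1 h compound, 30 min dex at 37 °C | Detection: Formaldehyde fixation, Hoechst nuclear stain, 10x automated fluorescence imaging | Measure: Nuclear versus cytoplasmic GR-EGFP signal, averaged per well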
Hep lipid drop = hepatic lipid droplet formation modulation. 240,000 tested, 0.4% active. inhibition, % at 6.5 µM. AML12 mouse hepatocytes, oleate lipid droplets, BODIPY imaging;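 active means lipid droplet intensity inhibited by at least 50%, with more than 500 cells counted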
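Material: mouse AML12 hepatocyte cell line, fixed after treatment; Timing: compound with oleate, overnight; Technique: high-content imaging of BODIPY-stained droplets and DAPI nuclei; Probe or stimulus: oleate, 100 µM final; Dosing: compound at 6.5 µM only.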
b-catenin transl = alters nuclear translocation of beta-catenin in HeLa cells; nuclear translocation activity, % at 5 µM; 190,000 tested, 0.3% active; immunofluorescence imaging;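 active means nuclear translocation activity above 50% at 5 µM, with a well cell count of 50 or more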;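 further: per-cell ratio of nuclear to cytoplasmic median beta-catenin stain intensity; plate controls were DMSO negative control for no effect and GSK-3 inhibitor IX positive control for full effect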
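Test system: HeLa cells, endogenous beta-catenin; Compound: single 5 µM dose plus 0.02–20 µM confirmation series; Times: compound exposure 24 h at 37°C; Signal: fluorescence imaging of beta-catenin antibody stain plus DAPI; Read-out: % activation, nuclear-to-cytoplasmic median beta-catenin signal ratio per cell.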
human PMI inhibition = inhibitors of human PMI, primary screen, biochemical, fluorescence intensity, coupled assay (AID 1209) | 190,000 tested, 0.42% active | purified PMI enzyme, coupled fluorescence intensity; higher % means a stronger effect | inhibition, % at 20 µM; hits with a dose series show IC50 in µM; in the data active means inhibition above about 50%;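 further: plate controls were DMSO vehicle for no effect and wells lacking substrate for full effect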
T cell HTS = T cell immune modulation candidate; 2C CD8+ T cell-vesicle binding, flow cytometry; hits give low values; calls only at 7 µM; 330,000 tested, 0.068% active;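 active means response, share of CD8 T cells binding vesicles, and their 90th percentile fluorescence all below set limits, cut at about 80% in these data, passing the limit was not always enough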
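Test system: purified 2C TCR transgenic mouse naive CD8+ T cells. Probe or stimulus: QL9-peptide-loaded Drosophila micro-vesicles bearing Ld, ICAM-1 and B7-1. Incubation: binding step 1.5 h, 37 °C, antibody labelling 20 min, ice. Measured by: flow cytometry of vesicle-bound cells.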
Dynein transport cytoplasmic EGFP = recorded beside Dynein transport, whose call it bears; z-score; measured here: cytoplasmic GR-EGFP intensity; hits give high values
Dynein transport nuclear GR-EGFP = also measured in Dynein transport; calls as there; z-score; measured here: nuclear GR-EGFP intensity;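 lower value marks the stronger effect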
Dynein transport cell count = second read-out of Dynein transport, no call of its own (marks repeat the call); z-score; measured here: cell count per field
Insulin prom up cell count = further read-out of Insulin prom up, marked with its call; cell count; measured here: cytotoxicity, nuclei count;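 total cells summed across four imaged fields per well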
Hep lipid drop cells 6.5 µM = recorded beside Hep lipid drop, whose call it bears; cell count; measured here: cell count, cytotoxicity flag;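 cells counted across two imaged fields per well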
b-catenin transl cell count 5 µM = second read-out of b-catenin transl, no call of its own (marks repeat the call); cell count; measured here: cell count, cytotoxicity flag
T cell HTS vesicle-bound % = also measured in T cell HTS; calls as there; double positive events, %; measured here: CD8+ vesicle-bound cell fraction;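 binding gate set so that unloaded-vesicle control wells show 10% double positive cells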
MT stabilize HCS Hoechst-high % = further read-out of MT stabilize HCS, marked with its call; % Hoechst-high responders; measured here: nuclear condensation Hoechst responders;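 share of cells brighter than vehicle mean plus two SD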
MT stabilize HCS cytotoxicity % = further read-out of MT stabilize HCS, marked with its call; toxicity, %; measured here: cytotoxicity by cell density;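 0% = mean cell density of plate MIN control wells and 100% = no cells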
Myeloid diff 2 GFP+ MAC1+ % = also measured in Myeloid diff 2; calls as there; GFP+ MAC1+ double positive, %; measured here: differentiation confirmed by MAC1 staining
* hit, by the source's call; i = inactive; · = no result given; + = active, no number.

SMILES	Insulin prom up	Insulin prom up cell count	TNAP activation fold	MT stabilize HCS	MT stabilize HCS Hoechst-high %	MT stabilize HCS cytotoxicity %	Myeloid diff 2	Myeloid diff 2 GFP+ MAC1+ %	Dynein transport	Dynein transport cytoplasmic EGFP	Dynein transport nuclear GR-EGFP	Dynein transport cell count	Hep lipid drop	Hep lipid drop cells 6.5 µM	b-catenin transl	b-catenin transl cell count 5 µM	human PMI inhibition	T cell HTS	T cell HTS vesicle-bound %
CN1CCN(c2ccccc2NC(=O)c2sc3ccccc3c2Cl)CC1	-0.15	1432	1.1	5.5	1.7	12	i	0.3	1.3	-0.22	0.41	-0.38	6	688	-4.1	1091	31%	i	23
Cc1ccc2oc(=O)cc(CN3CCOCC3)c2c1	1.6	1284	0.9	3.5	1.5	7.0	i	1.4	3.3	-0.11	2.1	-2.2	·	·	-5.2	813	-10%	i	36
CC(=O)c1cccc(NC(=O)C2C3C=CC(C3)C2C(=O)O)c1 (stereo not drawn)	0	1487	1	·	·	·	i	1.9	-0.57	-0.38	-0.004	0.89	-9	609	-1.6	1015	-4%	i	38
O=C(CN(C(=O)CSc1nnc(COc2ccccc2)o1)c1ccc(F)cc1)NC1CCCC1	-0.26	1437	1.1	6.0	3.4	9.1	i	1.7	2.3	0.089	1.8	-2.5	·	·	-1.5	803	3%	i	6
CCOc1ccc(N(CC(=O)NCCc2ccc(Cl)cc2)S(=O)(=O)c2c(C)[nH]c(=O)[nH]c2=O)cc1	-0.06	1244	1.1	2.9	2.8	13	i	0.2	0.69	-0.27	-0.018	0.6	4	736	0.9	1139	0%	i	10
O=C(c1ccco1)N1CCCN(Cc2nc(-c3ccc4c(c3)OCO4)no2)CC1	0.35	1481	1.1	2.9	2.2	4.6	i	0.4	-1.3	0.48	-0.7	1.2	4	689	-2.9	952	3%	i	56
COc1ccc(CCN(Cc2ccccn2)C(=S)Nc2ccccc2C)cc1OC	-0.4	1189	1	8.8	2.5	8.0	i	1.6	0.74	-0.32	0.62	-0.55	-11	679	-5.7	1142	19%	i	46
COC(=O)c1ccc(CSc2nnc(CNC(=O)c3ccccc3F)o2)o1	0.01	1190	1	2.1	0.9	5.7	i	1.0	1.8	-0.28	0.82	-0.24	22	801	-0.1	1181	20%	i	23
C(=C1/CCCC2=C1Nc1ncnn1C2c1ccccc1)/c1ccccc1 (stereo not drawn)	0.11	958	1.1	5.5	2.4	3.0	·	·	1.3	3.7	0.89	-2.5	·	·	-1.4	1452	-5%	i	22
O=C1C2ON(c3ccccc3)C(c3ccncc3)C2C(=O)N1c1ccc(N2CCOCC2)cc1 (stereo not drawn)	-2.1	1011	1.2	2.8	2.4	1.0	i	2.2	1.8	0.29	1	-1.2	·	·	0.9	1146	3%	i	10
Cc1ccc(NC(=O)Nc2nnc(-c3ccncc3)s2)cc1C	-1.8	1585	1.1	3.3	2.6	4.0	i	0.1	-0.44	-0.28	-0.45	1.2	12	719	4.9	1382	·	i	31
CSc1nsc(/C=C/Nc2ccc(O)cc2C)c1C#N	2.9	1230	1.1	2.8	2.5	1.4	+	14*	-0.9	0.033	-0.46	0.8	21	675	38	674	22%	i	36
COc1ccc(N=C2SC(CC(=O)Nc3ccccc3OC)C(=O)N2Cc2ccco2)cc1 (stereo not drawn)	-0.22	1060	1.1	3.1	6.1	10	i	0.9	0.57	-0.28	-0.19	-0.09	-50	570	6.0	866	16%	i	35
COc1ccc(S(=O)(=O)NCC2CCCN(C(=O)c3cccnc3C)C2)cc1 (stereo not drawn)	-0.39	1506	1.1	2.8	1.2	7.3	i	0.8	-0.37	-0.35	-0.12	0.96	9	731	-0.2	1017	-7%	i	20
O=C(Nc1ccc(OCC(=O)N2CCC(Cc3ccccc3)CC2)cc1)c1ccco1	0.53	875	1.2	3.1	1.0	7.0	i	1.7	0.093	-0.26	0.095	-0.27	-20	827	·	·	-3%	i	48

Reprinted at random: 2 entries already listed, in no set order.
SMILES	Insulin prom up	Insulin prom up cell count	TNAP activation fold	MT stabilize HCS	MT stabilize HCS Hoechst-high %	MT stabilize HCS cytotoxicity %	Myeloid diff 2	Myeloid diff 2 GFP+ MAC1+ %	Dynein transport	Dynein transport cytoplasmic EGFP	Dynein transport nuclear GR-EGFP	Dynein transport cell count	Hep lipid drop	Hep lipid drop cells 6.5 µM	b-catenin transl	b-catenin transl cell count 5 µM	human PMI inhibition	T cell HTS	T cell HTS vesicle-bound %
Cc1ccc(NC(=O)Nc2nnc(-c3ccncc3)s2)cc1C	-1.8	1585	1.1	3.3	2.6	4.0	i	0.1	-0.44	-0.28	-0.45	1.2	12	719	4.9	1382	·	i	31
O=C(CN(C(=O)CSc1nnc(COc2ccccc2)o1)c1ccc(F)cc1)NC1CCCC1	-0.26	1437	1.1	6.0	3.4	9.1	i	1.7	2.3	0.089	1.8	-2.5	·	·	-1.5	803	3%	i	6

The list continues:
SMILES	Insulin prom up	Insulin prom up cell count	TNAP activation fold	MT stabilize HCS	MT stabilize HCS Hoechst-high %	MT stabilize HCS cytotoxicity %	Myeloid diff 2	Myeloid diff 2 GFP+ MAC1+ %	Dynein transport	Dynein transport cytoplasmic EGFP	Dynein transport nuclear GR-EGFP	Dynein transport cell count	Hep lipid drop	Hep lipid drop cells 6.5 µM	b-catenin transl	b-catenin transl cell count 5 µM	human PMI inhibition	T cell HTS	T cell HTS vesicle-bound %
CCN(CC(=O)NCc1cccs1)c1nnnn1-c1ccccc1	-0.65	1114	1.1	2.7	3.5	10	i	0.4	-1.3	-0.0044	-0.43	0.89	·	·	-4.2	993	6%	i	20
O/N=C1\CCSc2ccc(F)cc21	0.86	1492	·	·	·	·	i	0.5	0.58	-0.24	-0.059	-0.22	11	717	-0.9	1045	·	i	20
Cc1nnc(NC(=O)CSc2nnc(NC(=O)C(C)(C)C)s2)s1	0.53	1566	1.1	1.2	1.5	13	i	0.5	-0.44	-0.26	0.15	0.41	3	714	2.4	1038	-7%	i	14
O=C(NC(=S)N1CCN(c2ccc([N+](=O)[O-])cc2)CC1)c1ccco1	-0.15	1343	1	4.7	1.6	8.8	i	0.2	-0.63	-0.36	-0.81	1.8	0	714	-1.0	1508	-1%	i	55
CC(=O)c1cc(F)c(N2CCN(C(=O)c3ccco3)CC2)cc1C	0.31	1110	1	3.2	2.1	4.8	i	0.5	-0.61	-0.22	-0.25	0.59	10	658	-0.2	1022	3%	i	7
CCOc1ccc2[nH]c(=O)c(CN(Cc3cccnc3)C(=O)Nc3ccccc3OC)cc2c1	-1	959	1	3.4	1.4	8.1	i	0.6	0.26	-0.27	0.5	-0.081	12	771	-2.0	1109	8%	i	39
O=C(NCCN1C(=O)S/C(=C\c2ccccc2)C1=O)c1cc(S(=O)(=O)N2CCOCC2)c(Cl)cc1Cl	-0.22	1399	0.9	1.5	0.9	19	i	0.5	-1.3	-0.12	-0.87	0.12	-23	585	1.2	1110	3%	i	20
Nc1nc(SCc2ccc(Cl)cc2)[nH]c(=O)c1-c1ccccc1	·	·	1	2.7	1.8	2.8	i	2.0	-0.054	0.62	0.17	0.63	9	756	0.1	572	-6%	i	25
CC(C)(C)CC(=O)Nc1cc(S(=O)(=O)N2CCOCC2)ccc1N1CCCC1	0.38	1095	·	·	·	·	i	0.5	1.4	-0.11	0.76	-1.5	-9	718	-0.7	1364	·	i	18
COC(=O)c1c(NC(=S)Nc2cc(OC)c(Cl)cc2OC)sc2c1CCCCC2	0.27	1408	1.1	4.5	2.9	8.6	i	1.1	-0.5	-0.32	-0.39	0.81	-11	651	-1.5	1101	25%	i	40
CCN(CC)CCCN1C(=O)C(=O)/C(=C(/O)c2ccc3c(c2)OCCO3)C1c1ccc(C)o1 (stereo not drawn)	0.2	1000	1.1	·	·	·	·	·	·	·	·	·	·	·	0.6	1112	9%	·	·
Cc1ccc([N+](=O)[O-])cc1NC(=O)CN(C1CCCCC1)S(=O)(=O)c1ccc(Cl)cc1	-0.22	906	1	1.4	1.5	5.4	i	0.5	·	·	·	·	-2	737	-1.4	1215	11%	·	·
O=C(Nc1cccc(-c2cn3ccccc3n2)c1)c1ccccc1	-0.17	1262	1.1	7.0	2.6	7.9	i	0.3	0.75	-0.27	0.77	-0.56	3	686	-6.8	1081	-13%	i	37
O=C(CSc1nnc(-c2ccncc2)n1C1CCCCC1)Nc1ccccc1	0.04	1148	1.1	4.9	3.6	5.0	i	2.3	-0.48	-0.31	-0.072	-0.035	·	·	-3.6	1021	-5%	i	29
O=C1COc2ccc(C(=O)CSc3nnc(Cc4cccs4)n3-c3ccc(Cl)cc3)cc2N1	0.03	1635	1	2.0	1.8	9.3	i	1.2	-0.7	-0.12	0.31	0.48	·	·	-3.9	1478	16%	i	24
CCC(=O)Nc1nc(C)c(-c2csc(Nc3cccc(C(=O)O)c3)n2)s1	0.81	1123	1.1	2.3	1.7	7.8	i	0.6	0.6	0.14	0.3	-0.48	-10	688	3.4	972	22%	i	23
COc1cc(/C=C(\C#N)c2nc3ccccc3[nH]2)c([N+](=O)[O-])cc1OCc1ccccc1	-0.35	887	1	4.0	1.5	7.9	i	1.8	-0.71	-0.079	-0.41	0.83	·	·	1.3	1380	42%	i	12
NC(=O)c1noc(C(=O)N(CC(=O)NC2CCCC2)Cc2ccc3c(c2)OCO3)c1N	-0.14	1175	1	3.1	2.2	5.4	i	3.0	0.49	-0.23	0.24	0.27	-5	770	-2.4	1264	-25%	i	42
